ATG4B inhibitor: ATG4B protease inhibitors, primary screen, biochemical, fluorescence, uHTS | inhibition, % at 8.33 µM | hit rate 0.51% among 340,000 | ATG4B cleavage of LC3-PLA2, NBD-HPC fluorescence, 1 h | AID 504462, 2011 | Cysteine protease ATG4B (Homo sapiens), Q9Y4P1; in the data active = inhibition above about 40%
GRIN3A LBD mod: binders of NR3A ligand-binding domain, primary screen, biophysical, differential scanning fluorimetry, uHTS | NR3A LBD differential scanning fluorimetry, Tm shift; 0% = protein alone, 100% = glycine-bound protein | Tm shift relative to glycine control, % at 25 µM | hit rate 2.5% among 340,000;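 active = melting temperature shift of at least 10% of the positive control shift, at one fixed dose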
SENP7 block: SENP7 protease inhibitors, primary screen, biochemical, luminescence, uHTS | Sentrin-specific protease 7 (Homo sapiens), Q9BQF6 | recombinant SENP7, Z-RLRGG-aminoluciferin luminescence, 40 min | inhibition, % at 5 µM | hit rate 1.5% among 330,000 | AID 434973, 2010;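 active = inhibition above about 50% at the single test dose, limit read from the data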;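 also: plate controls were DMSO with enzyme for no effect and no enzyme buffer wells for full effect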
Target sequence (Q9BQF6 706-1050 limits assumed): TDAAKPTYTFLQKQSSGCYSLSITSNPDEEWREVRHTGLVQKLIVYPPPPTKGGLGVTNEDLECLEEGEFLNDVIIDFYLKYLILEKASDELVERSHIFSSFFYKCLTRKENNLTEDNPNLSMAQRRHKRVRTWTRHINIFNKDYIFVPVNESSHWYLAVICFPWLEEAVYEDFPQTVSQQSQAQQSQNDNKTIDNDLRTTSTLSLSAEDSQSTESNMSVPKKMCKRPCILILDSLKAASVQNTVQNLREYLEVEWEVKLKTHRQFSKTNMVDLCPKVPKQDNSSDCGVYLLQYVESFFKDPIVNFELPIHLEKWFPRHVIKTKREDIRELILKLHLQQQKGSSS
MPTP block: mitochondrial permeability transition pore inhibitors, primary screen, biochemical, isolated mouse mitochondria, absorbance; inhibition, % at 10 µM; hit rate 1.4% among 360,000; Ca2+ swelling absorbance, 30 min;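 active = inhibition of 50% or more, scaled per plate between neutral and stimulator controls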;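 also: 0% = DMSO wells given calcium and 100% = 1 mM EGTA wells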
HKDC1 inh: HKDC1 hexokinase inhibitors, primary screen, biochemical, fluorescence, uHTS; hit rate 0.16% among 340,000; recombinant HKDC1, G6PDH/diaphorase resazurin coupled fluorescence; inhibition, % at 20 µM; Q2TB90;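 active = inhibition above about 35% when tested at 20 µM, limit read from the data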;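 also: plate controls were DMSO wells with enzyme for no effect and DMSO wells lacking enzyme for full effect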
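Assay system: in-house recombinant HK5 (HKDC1) enzyme. Input: HKDC1 at 5 µg/mL. Medium: Tris pH 8.0 buffer with MgCl2, Tween-20, BSA, BME. Dosing: single 20 µM dose. Schedule: 90 min reaction incubation at room temperature, dark. Signal: resazurin-to-resorufin fluorescence via G6PDH and diaphorase coupling, 525/613 nm. Controls: DMSO-enzyme wells negative, buffer-substituted wells positive.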
SENP6 inh: SENP6 protease inhibitors, primary screen, biochemical, luminescence, uHTS; Sentrin-specific protease 6 (Homo sapiens), Q9GZR1; Recombinant SENP6 catalytic domain, aminoluciferin luminescence; AID 2599, 2010; inhibition, % at 10 µM; hit rate 1.8% among 330,000;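 active = inhibition above about 50% at the single tested dose, limit read from the data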;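 also: plate controls were DMSO wells with enzyme for no effect and DMSO wells lacking enzyme for full effect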
Target sequence (Q9GZR1 628-1112 limits assumed): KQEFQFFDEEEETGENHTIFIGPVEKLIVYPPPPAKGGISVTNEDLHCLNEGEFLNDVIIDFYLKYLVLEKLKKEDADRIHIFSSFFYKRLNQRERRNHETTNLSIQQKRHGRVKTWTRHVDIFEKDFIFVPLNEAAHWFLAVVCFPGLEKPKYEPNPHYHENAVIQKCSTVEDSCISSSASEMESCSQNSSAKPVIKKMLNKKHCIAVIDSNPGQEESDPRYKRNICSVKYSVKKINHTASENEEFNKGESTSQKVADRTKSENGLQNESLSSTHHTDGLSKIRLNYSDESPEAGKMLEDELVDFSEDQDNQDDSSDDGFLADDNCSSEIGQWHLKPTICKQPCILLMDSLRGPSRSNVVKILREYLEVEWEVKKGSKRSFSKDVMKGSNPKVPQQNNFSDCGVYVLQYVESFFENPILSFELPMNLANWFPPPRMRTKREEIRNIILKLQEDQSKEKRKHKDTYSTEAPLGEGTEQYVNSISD
SENP8 inh: human SENP8 protease inhibitors, primary screen, biochemical, fluorescence, Nedd8 protein substrate, uHTS | Sentrin-specific protease 8 (Homo sapiens), Q96LD8 | recombinant SENP8 | inhibition, % at 20 µM | hit rate 0.64% among 360,000; in the data active = inhibition mostly above about 40%, no sharp cut-off; inactive = mostly below about 27%
Target sequence (Q96LD8 whole entry, looked up): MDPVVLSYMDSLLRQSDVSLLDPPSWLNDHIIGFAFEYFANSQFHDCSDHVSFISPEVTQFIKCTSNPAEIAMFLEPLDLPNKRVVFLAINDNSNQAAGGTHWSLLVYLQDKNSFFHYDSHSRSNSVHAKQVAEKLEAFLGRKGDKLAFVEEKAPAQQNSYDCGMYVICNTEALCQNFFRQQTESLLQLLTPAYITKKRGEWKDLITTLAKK
PfG6PD inh: PfG6PD enzyme inhibitors, primary screen, biochemical, fluorescence intensity, uHTS; PfGluPho enzyme, NADPH resazurin-diaphorase fluorescence; hit rate 0.78% among 350,000; glucose-6-phosphate dehydrogenase-6-phosphogluconolactonase (Plasmodium falciparum 3D7); inhibition, % at 20 µM;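 active = inhibition reaching at least a set limit at 20 µM in the primary screen, cut at about 59% in these data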;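 also: 0% = DMSO wells with substrate and 100% = DMSO wells lacking glucose-6-phosphate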
An asterisk follows results filed as active; i = inactive; . = no result given.

structure | ATG4B inhibitor | GRIN3A LBD mod | SENP7 block | MPTP block | HKDC1 inh | SENP6 inh | SENP8 inh | PfG6PD inh
N#Cc1nc(Cc2cccc3ccccc23)oc1N1CCC(C(N)=O)CC1 | -2 | 0 | -2 | -3.2 | -1 | 16 | 17 | -5
Cc1cccc(NC(=O)c2c(C)nn(-c3ccccc3)c2Cl)c1 | 5 | 1 | 6 | 1.2 | 0 | -8 | 8 | 5
Cc1csc(=O)n1CCC(=O)OCC(=O)c1c(N)n(C)c(=O)n(C)c1=O | -9 | 1 | -4 | 0.1 | -3 | -6 | -4 | 6
CCNC(=O)N1c2ccc(OC)cc2C(C)=CC1(C)C | 1 | -1 | -11 | 0.6 | -1 | -5 | 24 | 21
O=C(Nc1nc(-c2ccco2)c(-c2ccco2)s1)c1c(F)cccc1Cl | 64* | 3 | -7 | 0.9 | 6 | -16 | -96 | -4
O=C(NC(=S)Nc1cc(C(F)(F)F)ccc1N1CCOCC1)c1ccc(-c2cccc(Cl)c2)o1 | 4 | -1 | -3 | 4.9 | -1 | -8 | -11 | -4
CCOC(=O)c1oc2ccccc2c1NC(=O)C1CCCCC1 | 6 | -2 | -13 | 0.9 | 1 | -2 | -28 | -5
CCOc1ccc(C)cc1S(=O)(=O)Nc1cccnc1 | 2 | 0 | 8 | -1.6 | 2 | -15 | 15 | -2
C=CCn1c(SCC(=O)O)nnc1-c1cccs1 | 5 | 1 | -8 | 1.0 | 5 | -9 | 24 | 5
N/C(=N\NC(=O)c1ccc(Cl)cc1)c1cnccn1 | 6 | -2 | 3 | 1.3 | 1 | -1 | 14 | -4
Cc1ccc(CNC(=O)C2CCN(S(=O)(=O)N3CC(C)CC(C)C3)CC2)cc1 (stereo not drawn) | -7 | -2 | 2 | 0.0 | -6 | 14 | 10 | -2
CCn1c(=O)n(CC(=O)N2CC(C)CC(C)C2)c(=O)c2ccccc21 (stereo not drawn) | 3 | 0 | 4 | 2.3 | -12 | 3 | 1 | 1
CCCc1cc(=O)oc2c(C)c(OCC(=O)Nc3cccnc3)ccc12 | -18 | -3 | -5 | -0.6 | 0 | -1 | -34 | -5
COCc1nnc(NC(=O)c2ccc(S(=O)(=O)N3CCOCC3)cc2)o1 | 7 | -1 | -10 | -0.6 | 4 | -2 | 2 | -23
CSc1ccc(S(=O)(=O)Nc2c(C)cccc2C)cc1 | 24 | . | 1 | -0.1 | -4 | -3 | 2 | 32
CCCn1nnnc1SCC(=O)NCc1cccs1 | -8 | 1 | 6 | -1.9 | -3 | -8 | 15 | 19
O=C(N/N=C/c1ccc(-c2ccccc2[N+](=O)[O-])o1)c1cncc(Br)c1 | 3 | -11 | 9 | 1.8 | 17 | 33 | 2 | 20
CN1/C(=C\C=C2/C(=O)Oc3ccccc3C2=O)C(C)(C)c2ccccc21 | -31 | 2 | . | . | 5 | . | . | 3
CCN(CC)c1nc(Nc2ccccc2)nc(Oc2ccc(=O)n(C)n2)n1 | -11 | 2 | -10 | 12 | 2 | -3 | 9 | 17
Cc1ccccc1CS(=O)(=O)CCC(=O)NCc1ccccn1 | -1 | 1 | 4 | -5.2 | -1 | 7 | 15 | -13
Cc1nc(NC(=O)CSc2nnc3ccccn23)c(Cl)cc1Cl | 0 | 1 | -3 | -1.7 | -10 | -16 | 11 | -23
CCCC1(c2ccccc2)NC(=O)N(CC(=O)NCc2ccc(C)cc2)C1=O (stereo not drawn) | 0 | -1 | -7 | 0.1 | -6 | 9 | 6 | 4
CCc1cc(=O)oc2c(C)c(OCC(=O)NCCCN3CCCC3=O)ccc12 | 3 | -1 | -12 | 0.5 | 0 | -15 | -165 | -14
Cc1cc(NC(=O)CSc2n[nH]c(N)n2)no1 | 1 | 1 | 5 | 0.6 | -9 | -7 | 0 | 3
COc1cccc(C(=O)NNC(=O)c2cccc3ccccc23)c1 | -2 | -1 | . | -1.0 | -7 | . | 5 | -4
O=C(NCc1ccccn1)C1CCCCC1 | -7 | -1 | -9 | -1.0 | -12 | -27 | 3 | 4
Cc1c(Cl)cccc1NC(=O)CCC(=O)N/N=C/c1ccc[nH]1 | -1 | -8 | 14 | 0.0 | -8 | 22 | 10 | 0
O=S(=O)(Nc1ccccn1)c1ccc(Cl)cc1 | -3 | 2 | -2 | 2.1 | -2 | 0 | 15 | 4
COC(=O)[C@@]12CCCCN1[C@H](c1ccc(-c3ccc(Cl)c(Cl)c3)c(OC)c1)[C@@H]1C(=O)N(C)C(=O)[C@@H]12 | -21 | -10 | . | 1.0 | 1 | . | -3 | 16
O=C(NN1C(=O)C2C(C1=O)C1C=CC2C12CC2)c1ccccc1 (stereo not drawn) | -16 | 0 | 4 | -0.2 | -10 | 8 | 6 | 0
CC(C)(C)NC(=O)CSc1nc2cccnc2n1C1CCCCC1 | -4 | -3 | -10 | 1.1 | 4 | 0 | 11 | 14
CCOc1ccccc1NC(=O)COC(=O)c1cc[n+]([O-])cc1 | 21 | 2 | -4 | 0.5 | -6 | -19 | 20 | 11
Cc1cc(C)c(OCC(=O)Nc2nnc(-c3ccco3)o2)c(C)c1 | -5 | -3 | 7 | 0.7 | -4 | 13 | 15 | -5
O=C(c1ccccc1)c1ccc(O)c(O)c1O | 2 | 2 | . | 1.9 | 11 | . | 47* | 48
Clc1ccc2nc(CSc3nnc4ccccn34)cn2c1 | 2 | -3 | 4 | -2.1 | 1 | -9 | -24 | 11
Cc1ccc(-c2nc(CSCC(=O)N3CCN(c4ccccn4)CC3)c(C)o2)cc1 | -6 | -3 | -5 | 16 | -1 | -14 | -2 | 20
c1ccc(-c2ccccc2OCCOCCN2CCc3ccccc3C2)cc1 | -1 | -1 | 1 | 18 | -4 | -22 | 15 | 4
O=C(CCN1C(=O)c2cccc3cccc(c23)C1=O)Nc1ccon1 | 1 | 0 | 0 | 0.8 | -6 | 1 | -396 | -2
CCOC(=O)C(Cc1ccccc1)NC(=O)CCc1nnc2ccc(N3CCCCC3)nn12 (stereo not drawn) | 29 | 0 | 6 | -0.6 | 0 | -11 | -11 | 1
CCC(c1nnc(SCC(=O)Nc2cc(C)on2)o1)N(C)C (stereo not drawn) | -52 | 0 | -2 | -0.8 | -5 | 3 | 10 | 24

Reprinted from the part before: 2 entries, followed by the next part.
structure | ATG4B inhibitor | GRIN3A LBD mod | SENP7 block | MPTP block | HKDC1 inh | SENP6 inh | SENP8 inh | PfG6PD inh
CCOC(=O)C(Cc1ccccc1)NC(=O)CCc1nnc2ccc(N3CCCCC3)nn12 (stereo not drawn) | 29 | 0 | 6 | -0.6 | 0 | -11 | -11 | 1
CCC(c1nnc(SCC(=O)Nc2cc(C)on2)o1)N(C)C (stereo not drawn) | -52 | 0 | -2 | -0.8 | -5 | 3 | 10 | 24
COc1ccccc1OCCCC(=O)Nc1ccc([N+](=O)[O-])cc1Br | -13 | -1 | -6 | -2.6 | -4 | -6 | 21 | -4
O=C(c1cccc(Cl)c1)N1CCC2CC1c1cc(-c3ccc(F)cc3)ccc12 (stereo not drawn) | 1 | -2 | . | -0.2 | -3 | . | 5 | 15
COc1ccc(/C=N/NC(=O)c2cccnc2)cc1CN1CCc2ccccc2C1 | -2 | 1 | 3 | 3.6 | -3 | -10 | -20 | 7
Cc1cc(NC(=O)C(C)C)ncc1NC(=O)c1ccccn1 | 4 | 0 | 1 | 0.5 | -12 | -6 | 20 | -10
CC(C)C[C@H](NC(=O)NC(C)C)C(=O)O | -2 | 6 | -12 | -1.8 | -11 | 11 | 19 | -3
COc1cccc(N2CC(C(=O)Nc3nnc(SCc4cccnc4)s3)CC2=O)c1 (stereo not drawn) | -6 | -3 | -7 | 0.4 | -3 | -6 | 10 | 2
Cc1ccccc1NC(=O)OCc1cccnc1Oc1ccc(Cl)cc1 | 24 | -9 | -4 | 0.1 | -8 | -3 | 15 | 5
Cc1ccc(C)c(NS(=O)(=O)c2c(C)nn(C)c2C)c1 | 4 | 2 | -9 | -0.5 | -5 | -13 | 14 | 1
Cc1cc(C)c(C#N)c(SCc2cn3c(C)cccc3n2)n1 | -5 | -3 | 9 | 0.8 | -11 | -10 | 32 | -6
CCC(=O)NC(c1cc(Cl)c2ccccc2c1O)C(C)C (stereo not drawn) | -2 | -2 | -1 | 3.7 | 13 | -8 | -232 | 27
CCOC(=O)c1cc([N+](=O)[O-])c([N+](=O)[O-])cc1NC(C)=O | 8 | -5 | . | 0.9 | 30 | . | 34 | 19
COc1ccc(/C(N)=N/OC(=O)CC2CCCCC2)cc1 | -1 | 1 | -11 | 0.3 | 1 | -34 | 11 | 21
Cc1cc(SCC(=O)c2cccs2)nc2c(C)cccc12 | -6 | 5 | -9 | 0.8 | -2 | -21 | 9 | 35
CCC(C)N(C(=O)Cn1cnc2c1c(=O)n(C)c(=O)n2C)C1CCS(=O)(=O)C1 (stereo not drawn) | -10 | 2 | 0 | -0.4 | -3 | -11 | 20 | -8
CC(=O)NS(=O)(=O)c1ccc(NC(=O)CC(C)c2ccccc2)cc1 (stereo not drawn) | -2 | 0 | -6 | -1.2 | 14 | 4 | 13 | -10
CN(C)C(=S)NC(=S)Nc1ccc2ccccc2c1 | -3 | 21* | . | 4.6 | 6 | . | -144 | 71*
CCOc1cc(/C=C(\C(=O)O)c2ccc(S(=O)(=O)N3CCCC3)s2)ccc1OC | 5 | -1 | 4 | -0.9 | -1 | -3 | -362 | -7
CCCCNC(=O)Nc1c(C(=O)OCC)[nH]c2ccccc12 | -7 | 0 | 0 | -2.7 | -9 | 2 | i | 6
Cc1cc2n(n1)SC(Nc1cc(Cl)ccc1Cl)N2 (stereo not drawn) | 9 | -6 | 10 | 1.5 | -9 | 2 | 16 | 8
COc1cccc2c1OC1(C)CC2NC(=O)N1c1cccc(C(=O)Nc2ccc3c(c2)OCCO3)c1 (stereo not drawn) | 3 | -2 | 4 | -1.6 | -1 | -13 | 14 | -9
COc1ccc(C2=Nn3c(nnc3-c3ccccn3)SC2)cc1 | -1 | -1 | 7 | -0.2 | -5 | 5 | 26 | 1
N#Cc1ccsc1NC(=O)CN1CCN(c2ccccc2O)CC1 | -11 | -4 | 1 | -0.4 | 1 | -19 | 9 | 15
C=CCOC(=O)C1=C(C)NC(=O)NC1c1cn(-c2ccccc2)nc1-c1cccs1 (stereo not drawn) | -23 | -9 | -8 | 0.3 | 9 | -26 | 11 | -1
Cc1ccc(S(=O)(=O)N2C(=O)CCC2C(=O)N2CCN(C)CC2)cc1 (stereo not drawn) | -4 | -3 | 4 | -0.6 | -8 | -5 | 11 | 2
COC(=O)C1CC(O)CN1C(=O)c1ccco1 (stereo not drawn) | -7 | 2 | 4 | -0.3 | -6 | -8 | 2 | 2
COc1ccc(Cl)cc1C(=O)NNC(=O)c1csc(N2CCOCC2)n1 | -12 | -2 | -1 | -1.7 | -2 | 6 | 4 | 2
Cc1nn(Cc2ccccc2Cl)c(Cl)c1C(=O)NCCc1ccccc1 | 9 | -1 | 4 | 3.4 | -8 | 0 | 0 | 7

Screening data from PubChem.
